Source: PubChem BioAssay (several laboratories)
thrombin 1536: inhibitors of human thrombin; P00734; alpha-thrombin, Boc-VPR-AMC fluorogenic substrate cleavage; inhibition, % at 5 µM; 220,000 compounds, 0.26% hits;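 active = inhibition at or above 40%; inactive = inhibition below 40%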;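 also: 0% = enzyme with no compound and 100% = wells without enzyme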
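signal = AMC fluorescence, 355/460 nm | material = human alpha-thrombin enzyme | control set = enzyme without compound as high, wells lacking enzyme as low | times = reaction at room temperature | read-out basis = percent inhibition scaled between no-compound controls and no-enzyme blanks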
Rad51 HR inh: blocks human Rad51 in homologous recombination | Q06609 | hRad51 DNA strand exchange, fluorescence dequenching | inhibition, % at 10 µM | 200,000 compounds, 0.085% hits;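 active = inhibition above 40% at the single screening dose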;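 also: 0% = DMSO control wells and 100% = blanks with heterologous ssDNA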
Target sequence (Q06609 whole entry, looked up): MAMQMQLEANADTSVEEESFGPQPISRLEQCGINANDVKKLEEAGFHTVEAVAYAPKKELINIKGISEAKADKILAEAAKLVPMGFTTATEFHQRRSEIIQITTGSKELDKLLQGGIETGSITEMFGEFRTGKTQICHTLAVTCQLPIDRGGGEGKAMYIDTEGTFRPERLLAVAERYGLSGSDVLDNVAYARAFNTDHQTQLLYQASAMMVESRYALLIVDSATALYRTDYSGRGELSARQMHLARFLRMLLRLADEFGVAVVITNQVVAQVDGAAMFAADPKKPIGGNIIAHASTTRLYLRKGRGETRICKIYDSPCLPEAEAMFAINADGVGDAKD
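System: hRad51 filaments on single-stranded DNA; reagent: Fluorescein- and BHQ1-tagged 47-mer duplex; compound dosing: one concentration, 10 µM final; timing: filaments 15 min 37 °C, then compound 30 min; measured by: fluorescein emission 520 nm, excitation 485 nm; benchmarks: per-plate controls and blanks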
Cl transport mod: modulates chloride dependent transport by human KCC2; AID 1456; 190,000 compounds, 2.2% hits; KCC2 cells, thallium flux FluoZin-2 fluorescence; B-score of Tl+ flux slope (higher = more flux/activation; lower = inhibition) at 10 µM; Q9H2X9;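 active = thallium flux slope and its plate-corrected score both differing from the plate sample mean at a set confidence after two filtering rounds, in either direction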;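 also: slope of fluorescence scaled to starting intensity during 10 to 20 s after thallium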
zVAD death inh: blocks zVAD induced death of L929 cells | L929 zVAD necroptosis rescue, ATP luminescence, 24 h; with zVAD 60 µM | viability rescue, % at 10 µM | 220,000 compounds, 0.38% hits;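 active = activation, scaled between plate controls, above about 75%, limit read from the data; inactive = activation under that limit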;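 also: 0% = zVAD with DMSO and 100% = DMSO alone without zVAD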
FXIa inh 1536: factor XIa (human) inhibition; P03951; AID 798; purified FXIa, Boc-Glu-Ala-Arg-AMC fluorogenic substrate; inhibition, % at 5 µM; 220,000 compounds, 0.14% hits;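 active = inhibition of at least 40%; inactive = inhibition below 40%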;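 also: fluorescence of freed AMC excited at 355 nm; 0% = enzyme without compound and 100% = no enzyme blank; many of its hits are not listed in these tables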
Hck Nef HTS: inhibitors of human Hck kinase activated by Nef; inhibition, % at 20 µM; Recombinant Hck-YEEI plus Nef, Z-Lyte FRET kinase assay; 220,000 compounds, 0.68% hits; P08631;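 active = Hck-Nef kinase inhibition above about 50%, limit read from the data; inactive = inhibition below that limit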;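 also: 0% = DMSO with Hck plus Nef and 100% = Hck alone without Nef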
Target sequence (P08631 whole entry, looked up): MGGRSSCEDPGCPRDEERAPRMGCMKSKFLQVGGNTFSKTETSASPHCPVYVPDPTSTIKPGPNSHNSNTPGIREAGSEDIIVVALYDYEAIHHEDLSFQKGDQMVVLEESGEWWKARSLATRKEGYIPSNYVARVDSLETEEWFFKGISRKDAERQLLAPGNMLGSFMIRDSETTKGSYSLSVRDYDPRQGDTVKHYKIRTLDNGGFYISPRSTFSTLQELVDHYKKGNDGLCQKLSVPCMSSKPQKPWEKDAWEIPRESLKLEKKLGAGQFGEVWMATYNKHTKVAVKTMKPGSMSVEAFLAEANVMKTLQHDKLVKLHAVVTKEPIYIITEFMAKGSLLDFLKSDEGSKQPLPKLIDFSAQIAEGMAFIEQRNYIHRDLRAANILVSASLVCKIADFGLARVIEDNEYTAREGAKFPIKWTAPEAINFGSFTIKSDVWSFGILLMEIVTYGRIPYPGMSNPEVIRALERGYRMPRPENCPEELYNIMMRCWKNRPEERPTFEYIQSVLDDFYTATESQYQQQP
FXIIa inh 1536: blocks human coagulation factor XIIa protease activity. P00748. purified FXIIa, Boc-QGR-AMC fluorogenic substrate, 2 h. inhibition, % at 5 µM. 220,000 compounds, 0.3% hits; in the data active = inhibition above about 40%;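 also: 0% = enzyme with no compound and 100% = blank without enzyme; many of its hits are not listed in these tables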
TNF necrop inh: TNF-alpha cell death inhibition in Jurkat FADD-/- cells. AID 463075. 220,000 compounds, 0.068% hits. Jurkat FADD-/- TNF necroptosis rescue, ATP luminescence, 24 h; 0 = TNF only, 100 = no-TNF cells. activation (protection from cell death), % at 10 µM;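 active = activation, meaning protection from cell death, of at least 50% relative to plate controls; inactive = activation below 50%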;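 also: necroptosis triggered by 40 ng/mL TNF-alpha added together with compound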
KLK5 inh: kallikrein 5 (human) inhibition. Q9Y337. recombinant hK5, fluorogenic AMC substrate cleavage. inhibition, % at 5 µM. 210,000 compounds, 0.59% hits. AID 873;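 active = inhibition of 40% or more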;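 also: 0% = enzyme controls without compound and 100% = no-enzyme blanks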
Target sequence (Q9Y337 67-293 limits assumed): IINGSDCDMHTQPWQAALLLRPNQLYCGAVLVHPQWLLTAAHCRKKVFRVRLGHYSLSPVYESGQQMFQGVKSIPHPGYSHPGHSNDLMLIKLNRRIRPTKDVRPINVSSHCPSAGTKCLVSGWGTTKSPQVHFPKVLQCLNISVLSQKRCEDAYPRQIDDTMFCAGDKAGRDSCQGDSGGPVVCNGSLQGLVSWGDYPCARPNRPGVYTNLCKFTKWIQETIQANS
* = called active by the depositor; x = not tested or not shown.

SMILES	thrombin 1536	Rad51 HR inh	Cl transport mod	zVAD death inh	FXIa inh 1536	Hck Nef HTS	FXIIa inh 1536	TNF necrop inh	KLK5 inh
Cc1nonc1OCCn1nnnc1N	-7	-7	0.37	-0.1	-4	-18	3	-1.5	10
COc1ccc(C(C)=O)cc1COC(=O)CCCN1C(=O)c2ccccc2C1=O	-10	21	-0.27	1.1	-1	29	9	-0.8	-12
C#CCOc1ccc(/C=N/O)cc1Cl	-4	-1	0.39	0.2	-9	-1	1	-0.7	-13
Cc1ccc(-n2nc(-c3cccnc3)cc2C(=O)N2CCOCC2)c(C)c1	-12	-8	x	0.4	5	1	0	0.3	-5
COc1cc(C(=O)c2cocc2C(=O)c2ccc3c(c2)OCO3)cc(OC)c1OC	-4	-2	-1	-1.1	-1	11	6	-17	2
COc1cccc(OC)c1C(=O)Nc1ccc(NC(=O)c2ccco2)cc1	-4	8	-0.59	-0.3	7	-2	9	-1.3	-11
COc1ccc(OC(=O)c2cnn(-c3ccccc3)c2C)cc1	2	-2	-0.52	-0.1	11	-2	36	0.2	-9
NC(=O)Nc1ccc(C(=O)OCC(=O)Nc2cccc(S(=O)(=O)NC3=NCCCCC3)c2)cc1	0	4	-0.23	1.3	-1	17	9	1.4	14
Cn1cccc1Cc1nnc(SCC(=O)Nc2ccc3c(c2)OCO3)n1-c1ccc(F)cc1	5	-4	0.027	0.5	4	-3	9	0.8	-3
O=C(O)c1ccc(CSc2nc3ccc(NC(=O)c4ccccc4C(=O)O)cc3s2)cc1	-12	3	0.63	2.0	-2	45	2	0.5	0
O=C1CN=C(Nc2ccc(Cl)cc2)N1c1ccccc1	2	4	0.97	-0.2	1	-1	6	-1.0	-13
CCCc1nnc(NC(=O)c2ccncc2)s1	3	2	-0.071	0.1	-2	0	17	-2.4	-9
CNC(=O)COc1ccc(S(=O)(=O)Nc2ccc(OC)cc2)cc1	0	8	0.015	10	-6	10	5	1.7	11
COc1cc(S(=O)(=O)N2CCCCC2)ccc1NC(=O)/C=C/c1ccccc1	1	3	0.7	-0.1	5	-16	6	-6.0	-16
CCOC(=O)Cn1c(=O)c2c(nc3n2CCCCN3c2ccc(C)cc2)n(C)c1=O	-5	2	x	-0.5	-12	4	-18	-1.7	-3

Some of the entries above in a different format:
| smiles | thrombin 1536 | Rad51 HR inh | Cl transport mod | zVAD death inh | FXIa inh 1536 | Hck Nef HTS | FXIIa inh 1536 | TNF necrop inh | KLK5 inh |
| --- | --- | --- | --- | --- | --- | --- | --- | --- | --- |
| CNC(=O)COc1ccc(S(=O)(=O)Nc2ccc(OC)cc2)cc1 | 0 | 8 | 0.015 | 10 | -6 | 10 | 5 | 1.7 | 11 |
| COc1cc(S(=O)(=O)N2CCCCC2)ccc1NC(=O)/C=C/c1ccccc1 | 1 | 3 | 0.7 | -0.1 | 5 | -16 | 6 | -6.0 | -16 |
| CCOC(=O)Cn1c(=O)c2c(nc3n2CCCCN3c2ccc(C)cc2)n(C)c1=O | -5 | 2 | x | -0.5 | -12 | 4 | -18 | -1.7 | -3 |

Next compounds.
SMILES	thrombin 1536	Rad51 HR inh	Cl transport mod	zVAD death inh	FXIa inh 1536	Hck Nef HTS	FXIIa inh 1536	TNF necrop inh	KLK5 inh
Cc1nc(CS(=O)(=O)c2ccc(Cl)cc2)cc(N2CCOCC2)n1	-8	9	x	0.0	-4	2	1	-1.8	-1
Cc1ccc(C)c(OCCn2cc(/C=C(/C#N)C(=O)NCC3CCCO3)c3ccccc32)c1 (stereo unspecified)	25	-44	-0.26	1.6	1	2	7	3.8	15
Cc1ccc(OCc2n[nH]c(=S)n2-c2ccccc2)cc1C	-10	-41	47*	0.4	-3	31	6	0.4	-5
C=CCOc1ccccc1CN1CCC(CO)(CCOc2ccccc2)CC1	-1	16	x	-0.6	2	2	7	2.0	x
Cc1ccc(Cl)cc1N1CCN(S(C)(=O)=O)CC1	1	-4	x	0.1	4	-2	16	-0.5	-4
COC(=O)c1[nH]c2ccc(C)cc2c1NC(=O)c1ccccc1[N+](=O)[O-]	0	1	1.3	0.8	5	2	8	1.9	-19
CCOC(=O)C(C)Oc1ccc(NC(=O)C(Cl)Cl)cc1 (stereo unspecified)	1	24	0.17	0.4	2	16	4	3.7	3
CCOC(=O)c1sc(NC(=O)CN2C(=O)NC3(CCCCCCC3)C2=O)c(C(=O)OCC)c1C	-7	-32	-0.64	1.0	-4	14	-2	6.3	-5
CCS(=O)(=O)N1CCC(NC(=O)c2cc(OC)cc(OC)c2)CC1	2	5	-0.0038	0.4	1	0	9	0.0	12
CN1CCN(C(=O)CCn2nc(-c3ccccc3)c3ccccc3c2=O)CC1	1	-3	-0.79	-1.4	-1	4	18	-0.7	-4
COc1ccc(CC(=O)Nc2cccc(C(=O)O)c2C)cc1	-2	-12	0.87	0.7	16	1	26	-1.2	-5
OC(CNCCNc1ncccc1C(F)(F)F)Cn1ccc2ccccc21 (stereo unspecified)	-5	12	0.24	0.4	3	12	6	9.2	-8
CCCCOC(=O)C[N+](C)(C)CCOC1CC2CCC1(C)C2(C)C (stereo unspecified)	-7	-10	1.5	0.8	-5	1	-2	0.9	1
c1ccc2c(c1)ccc1nnc(SCc3ccc4c(c3)OCCO4)n12	1	5	x	0.2	-6	11	3	-0.2	-12
O=C(C1=C[C@@H](c2coc3ccccc3c2=O)C[C@@H](OCCCCO)O1)N1CCOCC1	-6	4	-0.25	-0.1	-3	-15	0	-0.1	-4
NC(=O)Cn1c2[n+](c3ccccc31)CC(O)CS2 (stereo unspecified)	1	-7	0.25	0.1	9	3	8	1.3	-5
CCOC(=O)C1CCN(c2c(NCc3ccc(C(=O)N(C)Cc4ccccc4)cc3)c(=O)c2=O)CC1	0	-1	-0.28	1.9	3	28	10	0.6	0
Cc1[nH]nc2c1C(c1c[nH]c3ccccc13)C(C#N)=C(N)O2 (stereo unspecified)	-1	7	-0.36	77*	1	42	12	-4.7	2
CCOc1cc(C#N)c(NC(=O)c2ccnn2C)cc1OCC	0	4	-0.13	1.1	7	3	17	-0.6	-4
O=C(CC1CS(=O)(=O)CC1CC(=O)Oc1ccccc1F)Oc1ccccc1F (stereo unspecified)	-1	x	-0.53	-0.3	6	-2	9	0.0	-6
Cc1ccc(OCC(=O)Nn2c(C)nc3ccccc3c2=O)c(C(C)C)c1	-3	2	-1.1	0.9	5	0	11	0.7	0
COCCCNCCCCOc1c(Cl)cc(C)cc1Br	2	-4	-0.41	-0.3	-2	-1	12	-6.4	2
C=C(C)C1CC=C(C)/C(=N/NC(=O)C2CC2c2ccccc2)C1 (stereo unspecified)	-5	-19	0.39	20	3	27	14	0.8	-1
COC(=O)Cn1c(=O)c2c(nc(Br)n2Cc2ccccc2Cl)n(C)c1=O	9	2	-0.37	-0.3	-14	-1	18	-8.0	7
CC1=NN(c2ccc(C(=O)O)cc2)C(=O)/C1=C\c1ccc(OC(=O)c2cccs2)cc1	1	-3	0.49	1.1	7	-74	14	-4.1	5
CCOC(=O)c1cc2c(=O)n3cccc(C)c3nc2n(Cc2cccnc2)c1=N	x	x	1.2	-0.3	x	32	x	-3.1	x
Cc1noc(C)c1CCC(=O)O	x	-2	-0.025	1.2	7	18	14	2.0	4
O=C1C2ON(c3ccc(Br)cc3)C(c3cccnc3)C2C(=O)N1C1CCCCC1 (stereo unspecified)	3	x	-0.35	0.2	5	2	17	-1.0	-6
COc1ccc2c(c1)CCC/C2=N\Nc1nc(C(=O)NN)cs1	3	3	-0.017	2.6	4	-3	8	-2.1	-3
CCc1cc2c(nc1CC)CCN(CC/C(C)=N/O[C@@H](C)c1cc(-c3c(C)cc(C)cc3C)no1)C2	-2	x	-1.2	-1.6	4	-5	14	2.0	-10
O=C(Nc1cccc(Cl)c1)NC1(C(=O)NCc2cccs2)CCCCC1	4	-16	x	0.6	-5	-1	10	-4.5	-17
COc1ccc(C/C(N)=N/OC(=O)Cc2ccccc2)cc1	-7	7	-1.5	0.1	-2	1	7	1.1	1
OCCNc1nc(Cl)nc(NCc2ccco2)n1	-2	1	0.43	12	1	26	12	-0.7	6
COc1cccc(CC(NC(C)=O)C(=O)NC2CCN(c3nnnn3-c3ccccc3)CC2)c1 (stereo unspecified)	3	8	0.72	-0.1	-2	0	14	-1.0	-8
CCC1CCCCN1C(=O)CSc1nnc(-c2ccc(OC)cc2)o1 (stereo unspecified)	-3	3	-0.17	28	1	19	-5	5.1	0
COc1ccc(C(=O)Nc2ccc(C(=O)OCC(=O)c3ccccc3)cc2)cc1	23	-4	x	0.0	17	5	27	-1.8	25
CC(CC(=O)C1C(C)C=CCC1(C)C)NNC(N)=O (stereo unspecified)	0	x	0.28	-0.2	-1	17	5	0.6	0
COc1ccc(OC)c(C2C(C#N)=C(N)Oc3cc(C)[nH]c(=O)c32)c1 (stereo unspecified)	4	x	0.83	2.2	5	-25	10	0.9	-12
Cc1onc(-c2c(F)cccc2Cl)c1C(=O)NNC(=O)C1CCN(Cc2cccc(F)c2)CC1	x	-1	0.013	0.1	5	23	10	0.4	0
Cc1cccc(NC(=S)c2nc3ccccc3s2)c1	-9	x	3.3*	0.0	-4	2	16	-1.9	-29
O=C1C(=O)N(CCO)C(c2ccccc2)/C1=C(\O)c1ccccc1 (stereo unspecified)	3	-7	x	0.3	9	0	16	0.2	-3
COc1cccc(N2CCN(c3c4c(nc5ncnn35)CCC4)CC2)c1	-6	x	-0.84	-0.3	-21	0	1	-5.7	-33
CC(=O)Nc1ccc(Sc2ccccc2C(=O)O)cc1	6	6	0.29	0.2	-1	-2	3	0.6	-12
O=C(c1ccc(NS(=O)(=O)c2ccccc2)cc1)N1CCCC1	-1	0	x	-0.2	-4	0	12	0.4	27
COc1ccc(N2CCN(CCNC(=O)CCS(=O)(=O)c3cccc4nsnc34)CC2)cc1	0	x	0.86	x	9	-16	13	1.1	-8
O=C1OCC2=C1C(c1ccc(F)cc1)CC(=O)N2c1ccccc1 (stereo unspecified)	-6	x	-0.036	-0.5	-3	2	3	0.4	x
Cc1cc(C)c(C(=O)COC(=O)Cn2cnnn2)cc1C	-9	2	x	2.0	-10	6	-2	0.4	6
O=C(O)c1cccc2c1C(=O)N(CC1CCCO1)C2 (stereo unspecified)	-6	-1	0.65	4.6	1	21	9	0.8	5
O=C(C1CC1)N(CCN(Cc1ccccc1)C(=O)C1CC1)Cc1ccccc1	-8	x	1	-0.4	-9	0	4	-2.4	29
COc1cc(C2=Nc3ccc(Br)cc3C(c3ccccc3)N2CC(=O)NN)cc(OC)c1OC (stereo unspecified)	0	20	-1.2	0.7	-2	2	6	-0.1	1
CCOc1ccc2[nH]c(=O)c(CN(CCO)C(c3nnnn3C3CCCCC3)C(C)C)cc2c1 (stereo unspecified)	-9	-1	0.89	-0.6	-6	-5	-1	-3.5	0
O=C(NC(=O)c1ccccc1O)c1ccc(C(F)(F)F)cc1	-3	13	-2.1	2.4	0	13	6	-0.9	2
COc1cc(C(=O)N2CCN(C(=O)C(Cc3cc(C)ccc3C)NC(C)=O)CC2)cc(OC)c1OC (stereo unspecified)	-6	1	0.32	-1.4	-4	-2	-3	1.2	-2
C=CCN1C(=O)/C(=C/c2ccccc2)S/C1=N/c1nccs1	-1	-5	0.28	0.0	6	2	12	0.6	-29
O=C(Oc1ccc(NC2=C(Cl)C(=O)c3ccccc3C2=O)cc1)c1ccc([N+](=O)[O-])cc1	0	21	1.2	2.5	15	7	16	-30	-9
CCCCn1nnc(NC(=O)COc2ccc(Cl)c(C)c2)n1	10	2	-0.63	0.5	0	-9	7	1.1	104*

The list is partial; the hit share may differ from the screen's.
